From PubChem
Myeloid diff MLP = induction of myeloid progenitor differentiation, primary screen, cell-based, flow cytometry, MLPCN library. AID 624256, 2012. calls only at 10 µM. hit rate 1% among 360,000. ER-HoxA9 myeloid progenitors, lysozyme-GFP differentiation;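 active means normalized GFP-positive differentiation at or above the plate's own cutoff, the solvent-only control mean plus 3 SD; inconclusive means no clear call, values can overlap the other calls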;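 further: cells exposed to compound for four days before flow analysis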
GPR55 LPI antagonism = GPR55 antagonists blocking LPI-driven arrestin recruitment, primary screen, imaging, U2OS, beta-arrestin-GFP, LPI agonist (AID 2013); one-dose inhibition, % at 10 µM; IC50 in µM for titrated hits; G-protein coupled receptor 55 (Homo sapiens); hit rate 0.13% among 290,000; U2OS GPR55 beta-arrestin-GFP translocation imaging, LPI antagonism; higher % means a stronger effect;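 active means spots per cell inhibited over 60%, with over 100 cells counted and total cytoplasm intensity under 500,000; inconclusive means wells with under 100 cells, flagged as likely toxic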;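 further: U2OS cells stably carrying GPR55 and arrestin-GFP stimulated by 5 µM LPI near EC80; imaged beta-arrestin-GFP aggregate spots per cell after agonist stimulation; plate controls were LPI-stimulated DMSO wells for no effect and DMSO wells without LPI for full effect; some results filed as inactive read as strong as hits; confirmed hits need IC50 under 10 µM and bright autofluorescent wells are also inconclusive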
GPR55 beta-arrestin = GPR55 agonists via beta-arrestin recruitment, primary screen, imaging, U2OS cells, beta-arrestin-GFP redistribution (AID 1961). activation, % at 10 µM; hits with a dose series show EC50 in µM. U2OS GPR55 beta-arrestin-GFP redistribution imaging; higher % means a stronger effect. hit rate 0.048% among 290,000. G-protein coupled receptor 55 (Homo sapiens);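 active means activation above 40% with more than 50 cells counted in the well; inconclusive means wells holding fewer than 50 cells, flagged as toxic or sparse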;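 further: U2OS osteosarcoma cells stably expressing GPR55 and beta-arrestin-GFP; plate controls were DMSO negative control for no effect and LPI positive control for full effect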
HIV fusion peptide = inhibitors of HIV fusion peptide binding, primary screen, biochemical, uHTS, fluorescence dequenching (AID 1986) | cell-free peptide binding, fluorescence dequenching, 30 min; higher % means a stronger effect | inhibition, % at 20 µM, or IC50 in µM where a hit was titrated | hit rate 0.3% among 290,000; in the data active means inhibition mostly above about 52%, no sharp cut-off; inactive means mostly below about 76%; further: some results filed as inactive read as strong as hits
NOD1 NF-kB reporter = NOD1 signaling inhibitors, primary screen, cell-based, luminescence, uHTS (AID 1578); NOD1-driven NF-kB luciferase reporter cells, luminescence; higher % means a stronger effect; inhibition, % at 4 µM, or EC50 in µM where a hit was titrated; hit rate 1% among 290,000; in the data active means inhibition mostly above about 36%, no sharp cut-off; inactive means mostly below about 34%;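 further: HEK-293T reporter cells stimulated with the NOD1 agonist gamma-tri-DAP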
NOD2 inhibition = NOD2 signaling inhibitors, cell-based, luminescence, uHTS, HEK293 (AID 1566) | HEK293 NOD2/NF-kB luciferase reporter, luminescence; higher % means a stronger effect | inhibition, % at 4 µM, or EC50 in µM where a hit was titrated | hit rate 0.63% among 290,000; further: many of its hits are not listed in these tables
KOR beta-arrestin-1 = KOR antagonists, beta-arrestin recruitment, cell-based, luminescence, uHTS (AID 1778) | Kappa-type opioid receptor (Homo sapiens) | KOR beta-arrestin recruitment, luminescence, antagonist mode; higher % means a stronger effect | one-dose inhibition, % at 10 µM; IC50 in µM for titrated hits | hit rate 0.091% among 290,000; further: strong numbers were not always called active
GPR35 arrestin U2OS = GPR35 antagonists blocking zaprinast-driven arrestin recruitment, primary screen, imaging, U2OS, beta-arrestin-GFP, zaprinast agonist (AID 2058) | G-protein coupled receptor 35 (Homo sapiens) | U2OS GPR35 beta-arrestin-GFP translocation imaging, zaprinast antagonism; higher % means a stronger effect | inhibition, % at 10 µM, or IC50 in µM where a hit was titrated | hit rate 0.052% among 290,000;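 active means inhibition of at least 50% with at least 30 cells and total cytoplasm GFP at most 10,000,000; inconclusive means under 30 cells or total GFP of 10,000,000 plus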
KOR beta-arrestin-2 = KOR agonists, beta-arrestin recruitment, primary screen, cell-based, luminescence, uHTS (AID 1777); KOR beta-arrestin recruitment, luminescence; higher % means a stronger effect; activation, % at 10 µM, or EC50 in µM where a hit was titrated; hit rate 0.02% among 280,000; in the data active means activation above about 50%, passing the limit was not always enough; further: a part of the inactive calls stands beside numbers as strong as those of hits
Myeloid diff MLP GFP+ MAC1+ % = further read-out of Myeloid diff MLP, marked with its call; GFP+ MAC1+ double positive, %; measured here: differentiation confirmed by MAC1 staining
* = called active by the depositor; i = inactive; ? = inconclusive; . = not tested or not shown; [ ] = dose if it differs, or a comment. Unless noted, no stated cut-off is given here; in the data, active means inhibition above about 50%; inactive means the rest. The list is partial; rates above refer to the full screens.

SMILES	Myeloid diff MLP	Myeloid diff MLP GFP+ MAC1+ %	GPR55 LPI antagonism	GPR55 beta-arrestin	HIV fusion peptide	NOD1 NF-kB reporter	NOD2 inhibition	KOR beta-arrestin-1	GPR35 arrestin U2OS	KOR beta-arrestin-2
O=C(O)c1nn(Cc2csc(-c3ccccc3)n2)c(=O)c2ccccc12	i	1.3	4%	-0.1%	-0.5%	11%	-20%	-57%	14%	-7.4%
Cc1cccc2sc(NNC(=O)c3ccc(S(=O)(=O)N4CCCC(C)C4)cc3)nc12 (centres undefined)	i	2.2	2%	-0.3%	1.8%	28%	13%	-72%	-11%	12%
O=C(COc1ccc(Cl)cc1)N1CCCCC1	i	1.4	61%	-0.1%	-2.0%	1%	-10%	-53%	-5%	4.8%
CC1=C(C(N)=O)C(c2ccccc2F)NC(=O)N1 (centres undefined)	i	1.4	9%	0.3%	1.3%	10%	-4%	21%	15%	0.5%
O/N=C1\CCCc2c1nc(-c1ccccc1F)n2O	i	0.7	-8%	-0.2%	-0.7%	4%	25%	-32%	10%	2.9%
CCOc1cccc(/C=N/Nc2ccc(S(=O)(=O)N(CC)CC)cn2)c1O	?	.	1%	-0.2%	-1.3%	-13%	-40%	-4%	13%	0.3%
COc1cccc(N2CC(C(=O)Nc3ccc(F)cc3)CC2=O)c1 (centres undefined)	i	5.3	-21%	0.0%	-0.4%	1%	23%	9%	-12%	2.3%
NNC(=O)c1[nH]c(-c2ccccc2)cc1-c1ccccc1	i	0.9	2%	-0.1%	-1.0%	-19%	5%	-33%[20 µM]	-18%	-1.2%
CC(=O)NS(=O)(=O)c1ccc(NC(=O)CCC(=O)Oc2ccc(C)cc2)cc1	i	0.7	4%	0.0%	-2.5%	1%	17%	0%	14%	-4.5%
CCC1CCCCN1CCCNC(=O)c1cn(CC(C)C)c(=O)c2cc(OC)c(OC)cc12 (centres undefined)	i	0.6	-5%	-0.1%	0.3%	11%	3%	-38%	6%	5.7%
CC1(C)CC(NC(=O)Cc2ccc(Cl)cc2)CC(C)(C)N1	i	0.4	-6%	0.2%	1.4%	-15%	-7%	8%	6%	2.8%
COc1ccc(CNC(=O)CNS(=O)(=O)c2ccc(Cl)cc2)cc1	i	0.1	9%	-0.1%	0.7%	-34%	-4%	0%	1%	2.6%
C=CCN(C(=O)CCC(=O)O)C1CC(=O)N(c2ccc(OCCC)cc2)C1=O (centres undefined)	i	0.7	12%	-0.2%	2.8%	.	-6%	-24%	7%	3.2%
CCOC(=O)Cc1csc(N(C)C)n1	i	0.2	3%	-0.3%	1.6%	-32%	0%	14%	1%	-2.6%
CCOC(=O)C1CCCN(c2c(NCCN(CC)c3ccccc3)c(=O)c2=O)C1 (centres undefined)	i	2.1	-11%	0.4%	-1.2%	-19%	3%	-56%	8%	-4.5%
Cc1ccc(NC(=O)CCc2c(C)nc3ncnn3c2C)nc1	i	0.5	22%	-2.3%	0.2%	-2%	0%	-17%	7%	3.5%
O=C(COc1ccc(Cl)cc1)NN=C1CCCCCCC1	i	1.1	10%	-0.1%	-1.9%	-20%	-4%	-8%	-3%	8.7%
CC(C)(C)c1nc2cc(Cl)c([N+](=O)[O-])cc2o1	i	0.1	2%	-0.3%	-1.3%	-22%	11%	10%[20 µM]	3%	-4.3%
O=C(O)COc1ccc(/C=N/O)cc1Br	i	0.6	12%	-1.0%	3.3%	-23%	2%	-23%	-8%	4.9%
COc1ccc(CCNC(=O)CCS(=O)(=O)Cc2ccccc2C)cc1OC	i	0.5	5%	0.0%	-0.4%	0%	20%	18%	9%	-4.0%
CCOc1ccccc1NC(=O)c1cc(CC(C)C)oc1C	i	0.5	28%	-0.3%	2.9%	-3%	11%	-19%	-2%	-3.5%
COc1ccc(C2=CC(c3c(C)nn(-c4ccccc4)c3Cl)n3nnnc3N2)cc1OC (centres undefined)	i	0.9	-6%	-0.2%	4.0%	-18%	28%	2%	-15%	16%
CCOc1c(Br)ccc2c1sc1nc[nH]c(=O)c12	i	2.3	8%	-0.2%	3.0%	67%*	26%	-11%	21%	-3.1%
C/C(CC(=O)N1CCN(C=O)CC1)=N\NC(=O)c1ccc([N+](=O)[O-])cc1	i	0.5	11%	0.2%	-0.3%	-24%	-22%	-17%[20 µM]	-1%	.
CCOC(=O)C1=C(C)OC(N)=C(C#N)C1c1ccc(OC)c(C)c1OC (centres undefined)	i	2.3	10%	-0.2%	1.7%	-3%	11%	-2%	19%	-3.3%
COc1ccccc1N1CCN(C(=O)c2cc(-c3ccco3)on2)CC1	i	3.0	-5%	-0.2%	-2.5%	-34%	-5%	37%	3%	-5.0%
C=CCn1c(SCC(=O)NC2CCS(=O)(=O)C2)nc2sc(CC)cc2c1=O (centres undefined)	i	0.5	-9%	-0.1%	-0.6%	-4%	12%	-14%	-11%	4.4%
COc1ccc(S(=O)(=O)Cc2ccc(C(=O)NCC(OC)OC)o2)cc1	i	0.4	-7%	0.3%	-0.1%	-9%	-1%	-16%	-8%	0.4%
COc1ccc(Cc2nnc(NS(C)(=O)=O)s2)cc1	i	8.2	-8%	0.0%	-0.3%	-20%	-2%	-6%	6%	3.3%
Cn1cnnc1SCC(=O)NCc1ccccc1	i	0.1	8%	0.2%	1.1%	-34%	-8%	7%[20 µM]	-13%	-3.9%
Cc1cccnc1NC(=O)c1csnn1	i	0.4	12%	-0.1%	0.1%	6%	17%	26%	10%	0.3%
NC(=O)c1oc2ccccc2c1NC(=O)c1ccc([N+](=O)[O-])o1	?	.	3%	0.4%	0.2%	12%	18%	-19%	5%	1.3%
O=C(c1ccc(Cl)c(S(=O)(=O)N2CCCCC2)c1)N1CCCCC1	i	0.8	1%	0.9%	1.1%	-30%	4%	9%	-7%	1.4%
COc1ccc(NC(=O)NC2(C(=O)N3CCCC(C)C3)CCCCC2)cc1 (centres undefined)	i	1.7	-12%	0.6%	-0.9%	-26%	9%	15%	-20%	1.1%
CCC1(C)Cc2c(C#N)c(N)n(-c3ccccc3)c(=S)c2CO1 (centres undefined)	i	0.7	3%	0.0%	5.0%	-39%	-7%	-18%[20 µM]	7%	.
O=C(CSc1nnc(-c2ccc(Cl)cc2)n1-c1ccc(Cl)cc1)N/N=C/c1ccco1	i	0.2	33%	-0.5%	18%	-26%	-6%	14%	-3%	4.1%
c1coc(CNC2CCCCC2)c1	i	1.3	-7%	-0.2%	3.9%	-38%	-4%	2%	-10%	5.1%
COc1ccc(-n2c(SCC(N)=O)nnc2-c2ccccc2F)cc1	i	0.8	5%	0.0%	-1.4%	-13%	21%	4%	6%	-1.9%
COc1cccc(NC(=O)CSc2nc3ccccc3c(=O)n2CCCC(=O)NCC2CCCO2)c1 (centres undefined)	?	.	5%	-0.1%	-0.4%	-4%	24%	-2%	-12%	2.1%
Cc1nc2nc(SCC(=O)NCCCN3CCCCCC3)nn2c(C)c1Cc1ccccc1Cl	i	3.2	27%	0.2%	0.8%	-23%	26%	-35%	10%	-0.5%

Ordered by heavy-atom count (rising): some entries from above
SMILES	Myeloid diff MLP	Myeloid diff MLP GFP+ MAC1+ %	GPR55 LPI antagonism	GPR55 beta-arrestin	HIV fusion peptide	NOD1 NF-kB reporter	NOD2 inhibition	KOR beta-arrestin-1	GPR35 arrestin U2OS	KOR beta-arrestin-2
C=CCn1c(SCC(=O)NC2CCS(=O)(=O)C2)nc2sc(CC)cc2c1=O (centres undefined)	i	0.5	-9%	-0.1%	-0.6%	-4%	12%	-14%	-11%	4.4%
O=C(CSc1nnc(-c2ccc(Cl)cc2)n1-c1ccc(Cl)cc1)N/N=C/c1ccco1	i	0.2	33%	-0.5%	18%	-26%	-6%	14%	-3%	4.1%
COc1ccc(C2=CC(c3c(C)nn(-c4ccccc4)c3Cl)n3nnnc3N2)cc1OC (centres undefined)	i	0.9	-6%	-0.2%	4.0%	-18%	28%	2%	-15%	16%
COc1cccc(NC(=O)CSc2nc3ccccc3c(=O)n2CCCC(=O)NCC2CCCO2)c1 (centres undefined)	?	.	5%	-0.1%	-0.4%	-4%	24%	-2%	-12%	2.1%

(listing goes on)
SMILES	Myeloid diff MLP	Myeloid diff MLP GFP+ MAC1+ %	GPR55 LPI antagonism	GPR55 beta-arrestin	HIV fusion peptide	NOD1 NF-kB reporter	NOD2 inhibition	KOR beta-arrestin-1	GPR35 arrestin U2OS	KOR beta-arrestin-2
Cc1cccc(N2CCN(Cc3cnc(Cl)s3)CC2C)c1 (centres undefined)	i	0.5	-3%	-0.3%	-0.6%	31%	11%	-36%	-8%	8.1%
O=C(c1ccc(=O)oc1)N1CCCc2ccccc21	i	1.1	7%	-0.1%	-2.9%	-3%	7%	-5%	14%	4.6%
CCOc1ccccc1NC(=O)NCc1ccc(F)cc1	i	0.9	22%	0.0%	0.4%	-6%	-7%	2%	-6%	0.1%
O=C(c1ccc(OC2CCN(Cc3ccccn3)CC2)cc1)N1CCCCCC1	i	0.4	-1%	0.6%	0.4%	-27%	-5%	15%[20 µM]	1%	-1.5%
CN1CCC2(CC1)N=C(c1ccc(F)cc1)C(=S)N2C(=O)c1ccccc1	i	0.3	-2%	0.2%	0.2%	13%	12%	-32%	6%	1.1%
COc1cccc(NC(=O)c2cccnc2)c1	i	0.7	4%	-0.3%	7.4%	0%	10%	-10%	13%	4.5%
COc1ccc2[nH]c(C)c(C(=O)CN3CCN(C/C=C/c4ccccc4)CC3)c2c1	i	0.9	10%	-0.1%	0.6%	-19%	-12%	29%	6%	-1.4%
NC(=O)c1ccc(NC(=O)COC(=O)CCc2ccc(S(=O)(=O)N3CCCCC3)cc2)cc1	i	0.3	-11%	0.2%	-1.3%	-20%	-4%	-2%	8%	-1.9%
N#C/C(C(=O)NCc1ccco1)=C1/SC(Cc2ccc(Cl)cc2)C(=O)N1c1ccccc1 (centres undefined)	i	0.6	0%	-0.3%	14%	8%	15%	-31%	7%	8.6%
N#CC1=C(N)N=C(SCc2cccc3ccccc23)C(C(N)=O)C12CCCCC2 (centres undefined)	i	1.3	7%	-0.2%	7.0%	7%	10%	30%	-5%	-8.5%
CCCN(CCC)S(=O)(=O)c1ccc(Cl)c(OC)c1	i	0.2	-7%	-0.8%	-0.2%	-16%	9%	-18%	-1%	0.8%
COCCNC(=O)Cn1nc(C(F)(F)F)cc1C	i	0.2	1%	-0.3%	-2.5%	-17%	4%	14%	14%	-0.5%
